Pf apPOL inh: Pf-apPOL inhibitors, biochemical, fluorescence | AID 1794808, 2022 | actives 0.25% (n = 210,000) | Plasmodium falciparum apicoplast DNA polymerase (apPOL) | inhibition, % at 10 µM | Recombinant Pf-apPOL, molecular beacon fluorescence, 1.5 h
mHTT CaM bind: mutant huntingtin-calmodulin interaction inhibitors – biochemical, AlphaScreen, primary screen | P42858 | AlphaScreen His-mHTT/GST-CaM binding, luminescence | inhibition, % at 15 µM | actives 3.6% (n = 190,000);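 further: 0% = both proteins with DMSO and 100% = one protein alone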
Target sequence (P42858 whole entry, looked up, stated change not applied): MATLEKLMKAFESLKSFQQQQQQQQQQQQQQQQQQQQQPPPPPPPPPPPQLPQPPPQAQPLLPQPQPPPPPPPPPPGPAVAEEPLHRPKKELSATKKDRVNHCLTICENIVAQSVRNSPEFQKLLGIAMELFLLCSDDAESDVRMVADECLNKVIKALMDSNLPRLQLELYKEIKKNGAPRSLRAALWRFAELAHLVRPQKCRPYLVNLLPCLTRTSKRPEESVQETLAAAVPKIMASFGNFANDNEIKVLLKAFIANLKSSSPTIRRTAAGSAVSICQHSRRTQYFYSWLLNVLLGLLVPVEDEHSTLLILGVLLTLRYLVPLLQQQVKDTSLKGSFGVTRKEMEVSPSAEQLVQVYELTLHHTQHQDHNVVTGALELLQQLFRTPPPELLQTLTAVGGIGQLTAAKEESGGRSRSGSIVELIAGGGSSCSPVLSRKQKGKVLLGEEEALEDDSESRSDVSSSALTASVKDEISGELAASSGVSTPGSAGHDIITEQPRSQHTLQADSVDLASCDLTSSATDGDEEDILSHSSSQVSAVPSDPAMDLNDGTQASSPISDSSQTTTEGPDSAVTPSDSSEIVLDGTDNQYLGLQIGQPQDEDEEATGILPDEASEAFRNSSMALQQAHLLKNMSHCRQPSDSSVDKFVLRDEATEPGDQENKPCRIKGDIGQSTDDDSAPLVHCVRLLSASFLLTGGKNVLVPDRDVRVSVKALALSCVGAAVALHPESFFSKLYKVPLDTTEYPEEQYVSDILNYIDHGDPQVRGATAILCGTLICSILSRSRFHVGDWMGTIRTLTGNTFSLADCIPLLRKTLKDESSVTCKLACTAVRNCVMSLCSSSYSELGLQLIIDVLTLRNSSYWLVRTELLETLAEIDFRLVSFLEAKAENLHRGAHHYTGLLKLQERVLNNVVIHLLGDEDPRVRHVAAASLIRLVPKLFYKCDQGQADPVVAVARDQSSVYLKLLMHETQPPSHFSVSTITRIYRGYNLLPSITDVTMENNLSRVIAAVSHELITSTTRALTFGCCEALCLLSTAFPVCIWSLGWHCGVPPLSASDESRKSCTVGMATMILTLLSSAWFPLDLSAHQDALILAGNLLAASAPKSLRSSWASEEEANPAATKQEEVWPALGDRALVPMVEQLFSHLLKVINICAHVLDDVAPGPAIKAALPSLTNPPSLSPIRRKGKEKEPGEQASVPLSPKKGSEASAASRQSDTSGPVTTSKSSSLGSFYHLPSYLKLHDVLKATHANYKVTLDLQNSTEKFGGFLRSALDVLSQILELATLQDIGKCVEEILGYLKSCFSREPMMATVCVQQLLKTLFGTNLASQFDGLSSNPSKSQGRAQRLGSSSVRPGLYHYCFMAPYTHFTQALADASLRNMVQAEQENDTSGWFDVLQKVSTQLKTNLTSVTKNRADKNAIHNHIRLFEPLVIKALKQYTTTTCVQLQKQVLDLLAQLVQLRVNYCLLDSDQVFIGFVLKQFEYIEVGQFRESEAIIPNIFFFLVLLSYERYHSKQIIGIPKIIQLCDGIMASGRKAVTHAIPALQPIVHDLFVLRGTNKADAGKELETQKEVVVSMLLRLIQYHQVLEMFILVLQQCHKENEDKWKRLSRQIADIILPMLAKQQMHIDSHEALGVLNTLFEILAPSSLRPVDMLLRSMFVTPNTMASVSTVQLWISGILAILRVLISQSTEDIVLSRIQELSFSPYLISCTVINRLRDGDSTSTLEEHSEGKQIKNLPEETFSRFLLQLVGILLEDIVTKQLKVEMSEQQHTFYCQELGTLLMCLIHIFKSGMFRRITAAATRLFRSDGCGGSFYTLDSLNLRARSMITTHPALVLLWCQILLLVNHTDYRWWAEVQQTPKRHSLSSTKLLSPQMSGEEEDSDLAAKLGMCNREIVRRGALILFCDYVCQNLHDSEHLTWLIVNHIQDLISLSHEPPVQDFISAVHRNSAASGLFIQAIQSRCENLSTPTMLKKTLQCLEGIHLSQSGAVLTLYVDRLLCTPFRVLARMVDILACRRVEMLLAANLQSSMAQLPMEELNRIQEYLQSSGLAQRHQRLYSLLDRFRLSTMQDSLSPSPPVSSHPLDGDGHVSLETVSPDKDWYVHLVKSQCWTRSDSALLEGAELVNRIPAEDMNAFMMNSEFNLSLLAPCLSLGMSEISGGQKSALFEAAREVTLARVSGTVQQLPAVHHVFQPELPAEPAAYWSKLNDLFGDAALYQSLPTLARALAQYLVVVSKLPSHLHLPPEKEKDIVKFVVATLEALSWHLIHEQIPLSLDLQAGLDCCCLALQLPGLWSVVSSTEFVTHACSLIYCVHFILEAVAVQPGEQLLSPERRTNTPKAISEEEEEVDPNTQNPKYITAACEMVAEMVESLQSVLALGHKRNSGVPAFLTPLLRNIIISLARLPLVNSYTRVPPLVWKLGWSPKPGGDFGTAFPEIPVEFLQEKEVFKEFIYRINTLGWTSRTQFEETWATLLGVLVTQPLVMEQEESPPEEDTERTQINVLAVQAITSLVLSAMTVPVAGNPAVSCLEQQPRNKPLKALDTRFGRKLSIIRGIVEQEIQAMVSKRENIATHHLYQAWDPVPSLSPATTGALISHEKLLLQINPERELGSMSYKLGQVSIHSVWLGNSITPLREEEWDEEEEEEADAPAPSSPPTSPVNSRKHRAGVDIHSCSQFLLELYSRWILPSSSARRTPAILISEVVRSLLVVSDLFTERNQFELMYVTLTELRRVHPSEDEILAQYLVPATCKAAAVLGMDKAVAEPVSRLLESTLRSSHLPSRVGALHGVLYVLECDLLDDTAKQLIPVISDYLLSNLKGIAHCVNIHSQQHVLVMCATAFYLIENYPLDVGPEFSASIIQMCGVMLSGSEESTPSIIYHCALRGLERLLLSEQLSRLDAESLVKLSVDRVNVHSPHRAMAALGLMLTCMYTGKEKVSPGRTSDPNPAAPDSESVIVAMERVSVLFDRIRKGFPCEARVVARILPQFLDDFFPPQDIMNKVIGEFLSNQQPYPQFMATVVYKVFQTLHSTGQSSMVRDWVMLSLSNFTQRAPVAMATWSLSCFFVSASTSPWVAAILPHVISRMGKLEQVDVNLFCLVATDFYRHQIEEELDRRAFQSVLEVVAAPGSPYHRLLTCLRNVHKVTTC
An asterisk follows results filed as active; x = no result given; & = joins results of further samples. No stated cut-off is given here; in the data, active means inhibition above about 50%; inactive means the rest.

Under each structure – Pf apPOL inh	mHTT CaM bind
COc1cc(S(=O)(=O)N2CCOCC2)c(OC)cc1Cl
→ 6&4	-3&-7
ClC1(Cl)CC1Cc1ccc2c(c1)OCCO2 (stereo not drawn)
→ 2	-96
C=C1CCN([C@@H](CC(C)C)C(=O)NCc2ccc(OC)cc2)S(=O)(=O)c2ccccc21
→ -3	-6
O=C(Nc1cnc(N2CCCCCC2)nc1)c1ccc(F)c(F)c1
→ -1	-2
Cc1cc(OC(=O)c2ccc3c(c2)OCO3)c([N+](=O)[O-])c(=O)[nH]1
→ -4	3
O=C(NCCCn1ccnc1)C1CN(C(=O)c2ccc(F)c(F)c2)C1
→ 6	-8
COc1ccc(/C=C2/SC(=Nc3ccccc3Cl)NC2=O)c(OC)c1
→ 0	46
COc1ccc(NC(=O)c2cnn(-c3ccccc3)c2NC(=O)c2ccccc2F)c(OC)c1
→ -1	17
COc1ccccc1C(=O)Nc1ccc(C)cc1
→ 0	-12
COc1ccccc1/C=C1\C=C(c2ccc(Cl)cc2)OC1=O
→ 6	14
COc1ccccc1NC(=O)c1c(C)nn(-c2ccccc2)c1Cl
→ -62	-20
COc1cc(/C=C(\C#N)c2nc(-c3ccc(Cl)cc3)cs2)ccc1O
→ -7	4
Cn1nc(-c2nc(-c3ccccc3)no2)c2c1CCN(C(=O)c1ccc(Cl)cc1)C2
→ -6	-5
Cc1cc(-c2noc(C(C)(C)C)n2)no1
→ -3	x
Cc1ccc(C2CC(c3ccc(Cl)cc3)n3nnnc3N2)cc1 (stereo not drawn)
→ 4	54*
COc1cc(NC(=O)NCC2CCN(C(=O)Nc3ccc(F)cc3)CC2)cc(OC)c1
→ 0	6
Clc1nc(NCCN2CCOCC2)nc(NCc2ccccc2)n1
→ -1	-6
CCc1ccc(NC(=O)N2CCCC2c2nc(-c3ccc(OC)cc3)no2)cc1 (stereo not drawn)
→ -2	3
O=c1c2c(ccn1Cc1nc(C3CC3)no1)ccn2CC1CC1
→ -4	-4
CC1=C(C(=O)Nc2cc(C)ccn2)C(c2cccs2)C2=C(CC(C)(C)CC2=O)N1 (stereo not drawn)
→ 3	-1
O=C(NCCc1cccc(Cl)c1)C1CCCC1
→ 2	-9
O=S(=O)(CCc1ccccc1)Nc1cccn2cnnc12
→ -1	-6
CC(C(=O)NCCc1ccco1)C1CCN(S(=O)(=O)c2ccc(Cl)s2)CC1 (stereo not drawn)
→ -3	10
CC1=C(C(=O)Nc2cc(Cl)cc(Cl)c2)C2(CCCCC2)OC1=O
→ 2	-9
CCN1C(=O)CCc2cc(C(=O)N3CCN(C)CC3)ccc21
→ 0	1
Cc1ccc(-n2c(SCC(=O)c3ccccc3)nc3c(c2=O)SCC3)cc1
→ -8	-4
NC(=O)c1cc2sccc2s1
→ 2&-8	x
CCC(C)NC(=O)COc1cccc(C)c1C (stereo not drawn)
→ 6	-7
COc1cc(-c2nc(C=Nc3ccc(Cl)c([N+](=O)[O-])c3)c(O)o2)cc(OC)c1OC
→ -4	9
O=C1C(=O)N(Cc2ccc(F)cc2)c2ccc(Br)cc21
→ -1&-4	70*

Later entries
Under each structure – Pf apPOL inh	mHTT CaM bind
CCC1=NN(C(=O)C(C)C)C(O)(c2ccc(Br)cc2)C1 (stereo not drawn)
→ -3	18
Cc1ccc(NC(=O)c2c(C)nc3ccccn23)cc1
→ 1	-4
CCN1C(=O)CC(C(=O)Nc2ccccc2OC)SC1=Nc1cccc(C(F)(F)F)c1 (stereo not drawn)
→ -13	6
CC(C)c1ccc(NC(=O)c2cccs2)cc1
→ -3	3
CCCCN1CC(COCc2ccccc2)Oc2cccc(Oc3ccc(SC)c(C)c3)c2S1(=O)=O (stereo not drawn)
→ -6	-14
CC1=C(C(=O)Nc2cccnc2)C(c2ccc(O)cc2)n2nnnc2N1 (stereo not drawn)
→ -1	-7
COc1ccc(NC(=O)c2cn3c(n2)CCCC3)cc1
→ -1	-9
CC1=C(C(=O)Nc2cccc(C(F)(F)F)c2)C(c2ccncc2)C2=C(CCCC2=O)N1 (stereo not drawn)
→ -1	-1
O=C(Cc1ccccc1)Nc1nnc(N=Cc2ccc([N+](=O)[O-])s2)s1
→ -4	5
CC1(C(=O)NCc2ccccc2)CCCN(S(=O)(=O)c2cccc3nsnc23)C1 (stereo not drawn)
→ -6	2
COc1ccc(NC(=O)C[C@@H]2C(=O)N(c3ccc(OC)cc3)CC2(C)C)cc1
→ -8	8
O=C(NCc1ccc2c(c1)OCO2)c1nn(-c2ccccc2)c2ccccc2c1=O
→ -4	5
Cc1c2occ(-c3ccc(F)cc3)c2cc2c1oc(=O)c1ccccc12
→ -4	-3
CCC(CC)C(=O)N1CCCC(COc2ccc(C(=O)N3CCC(C)CC3)cc2)C1 (stereo not drawn)
→ -4	33
O=C1C(c2ccc(F)cc2)N(CCC2=CCCCC2)C(=O)CN1C1CCCC1 (stereo not drawn)
→ -6	12
COc1ccc(CNC(=O)Cn2nc3c(c2NC(=O)Cc2cccs2)CSC3)cc1
→ 42	66*
Cc1noc(CNC(=O)C2CCN(C(=O)c3cc(C)on3)CC2)n1
→ -4	-16
O=C(Nc1nnc(-c2cccs2)o1)c1cc(Cl)ccc1Cl
→ -63	-3
Cc1cccc(N2C(=O)CC3CS(=O)(=O)CC32)c1C (stereo not drawn)
→ 1	5
CC(O)(CNC(=O)NC1CCCCC1)C1CC1 (stereo not drawn)
→ 5	-12
CCc1cccc(C)c1NC(=O)c1cc(OC)c(OC)cc1[N+](=O)[O-]
→ 2	-6
O=C1OC(c2ccccc2Br)=N/C1=C\c1ccc(I)o1
→ -2	13
COc1ccc(N=Cc2cc(C)cc(I)c2O)cc1
→ -2	31
COc1ccc(N2CC(C(=O)NCc3ccccc3OC)CC2=O)cc1 (stereo not drawn)
→ -3	-20
COc1cc(C(=O)N2CCN(c3ccccc3)CC2)c([N+](=O)[O-])cc1OC
→ -4	10
CC(=O)N(C)c1ccc(NS(=O)(=O)c2ccccc2)cc1
→ 0	0
O=C(c1ccc(OCC2CCCN(C(=O)c3cccc(Cl)c3)C2)cc1)N1CCCC1 (stereo not drawn)
→ 1	4
COc1ccccc1-n1c(SCC(=O)Nc2ccccc2F)nc2c(c1=O)SCC2
→ -7	9
COc1ccc(-c2cc(C(=O)N3CCCC3c3c(C)noc3C)no2)cc1 (stereo not drawn)
→ -3	-7
CC1(C)CN(c2ccccc2)C(=O)[C@H]1CC(=O)Nc1ccccc1
→ -1	-8

Some of the entries so far, field by field.
CCC(CC)C(=O)N1CCCC(COc2ccc(C(=O)N3CCC(C)CC3)cc2)C1 (stereo not drawn)
  Pf apPOL inh: -4; mHTT CaM bind: 33

Cc1noc(CNC(=O)C2CCN(C(=O)c3cc(C)on3)CC2)n1
  Pf apPOL inh: -4; mHTT CaM bind: -16

CC(O)(CNC(=O)NC1CCCCC1)C1CC1 (stereo not drawn)
  Pf apPOL inh: 5; mHTT CaM bind: -12

Cc1cccc(N2C(=O)CC3CS(=O)(=O)CC32)c1C (stereo not drawn)
  Pf apPOL inh: 1; mHTT CaM bind: 5

(cont.)
Under each structure – Pf apPOL inh	mHTT CaM bind
CN(N=Cc1ncc([N+](=O)[O-])n1C)c1cnn(-c2ccccc2)c(=O)c1Cl
→ 7	x
CC(C)CC(=O)N1CCN(Cc2ccc(F)cc2)CC1
→ -5	2
O=C(O)CC(C(=O)O)N1C(=O)C(=Cc2ccc3c(c2)OCO3)SC1=S (stereo not drawn)
→ 3	6
O=C(c1cc(-c2ccc(Cl)cc2)nc2ccccc12)N1CCCC1
→ 2	-1
Cn1ccc2c(-c3cncc4ccccc34)cc3c(c21)C1CCC3O1 (stereo not drawn)
→ -3	100*
Cc1ccc(N2CCN(C(=O)c3cc4c(=O)n(C)ccc4n3C)CC2)cc1
→ -8	13
O=C(CS(=O)(=O)Nc1cccc(C(F)(F)F)c1)Nc1cccc(C(F)(F)F)c1
→ 5	x
Cc1ccc(-c2nocc2CCC(=O)NC2CCN(Cc3ccccc3)CC2)cc1
→ -1	2
CC1CCN(C(=O)C2(c3ccc(NS(C)(=O)=O)cc3)CCCCC2)CC1
→ 8	-10
O=C(NCc1ccc2c(c1)OCO2)c1cccc(I)c1
→ -3	-5
COc1ccc(S(=O)(=O)C(CNC(=O)c2ccccc2Cl)c2ccco2)cc1 (stereo not drawn)
→ -2	-11
CCN(CC)C(=O)C1CCCN(Cc2cccc(C)c2)C1 (stereo not drawn)
→ -8	-9
COc1ccccc1NC(=O)N1CCC(N2CCN(Cc3ccccc3)C2=O)CC1
→ 3	-4
CCCc1ccc(S(=O)(=O)N2CCc3c(c(-c4nc(C)no4)nn3C)C2)cc1
→ -3	9
O=S(=O)(Nc1cccc2ccccc12)N1CCCCC1
→ x	-5
Nc1c(C(=O)Nc2ccc(Cl)cc2Cl)sc2[nH]c(=O)c(C(=O)O)cc12
→ 6	7
OC(COCCC1CC2CCC1C2)CN1CCN(Cc2ccc3c(c2)OCO3)CC1 (stereo not drawn)
→ 0	22
CSc1ccc(NC(=O)c2cc3c(s2)CN(C2CC2)C3)cc1
→ -1	1
CSc1oc(-c2ccc(F)cc2)nc1S(=O)(=O)c1ccc(Cl)cc1
→ -4	4
CSc1nc2c(cc1C#N)CCCC2
→ -9	-28&-32
C=CCc1cccc(C=C(C#N)C(N)=O)c1O
→ -9	7
Fc1ccc([C@@H]2CCNC[C@H]2COc2ccc3c(c2)OCO3)cc1
→ 2	x
COc1cccc(C(=O)Nc2c3c(nn2-c2ccc(Cl)cc2)CSC3)c1
→ 1	41
COC(=O)c1ccc(-c2c(-c3cccc(OC)c3)oc3c2C(O)CCC3)cc1 (stereo not drawn)
→ 2	6
CN(C)c1ncnc2c1C(c1ccc(Br)cc1)c1c(ncnc1N(C)C)O2
→ -4&3	11&-2
Cc1ccc(C(=O)Nc2ccc(-n3cnnn3)c(C)c2)cc1
→ 24	-7
Cc1ccc(CC(=O)Nc2ccc3c(c2)Sc2ncccc2C(=O)N3C)cc1
→ 0	27
CCC(=O)OCCCN1C(=O)CCC12CCC(C)CC2 (stereo not drawn)
→ -3	-6
Cc1ccc(-c2nccc(C3CCCN(C(=O)c4ccccc4)C3)n2)cc1 (stereo not drawn)
→ -2	-9
Fc1ccc(C=Nc2c(-c3ccc(F)cc3)nc3n2CCS3)cc1
→ 7	23

Going on with the list.
Under each structure – Pf apPOL inh	mHTT CaM bind
O=[N+]([O-])c1ccc2nn(-c3ccccc3)cc2c1
→ -11	-4
COc1ccc(-n2c(=O)c3ccccc3n(Cc3cccc([N+](=O)[O-])c3)c2=O)cc1OC
→ 1	7
Clc1ccc(-c2csc3c4ncnc-4ncn23)cc1
→ x	2
CN1C(=O)Cc2cc(NC(=O)CN3C(=O)c4ccccc4C3=O)ccc21
→ 0	0
CCCCc1ccc(NC(=O)C(=S)NCc2ccccc2)c(C)c1
→ -9	x
O=c1c2ccc(F)cc2ncn1C1CCN(S(=O)(=O)c2ccccc2F)CC1
→ -6	-2
O=C(c1ccc(-c2cccnc2)nc1)N1CCN(c2ccccc2Cl)CC1
→ -1	6
Cc1ccc(NC(=O)CN2CCC(c3nc(-c4ccccc4C)no3)CC2)c(C)c1
→ 1	-4
CCCOc1ccc(C(=O)Nc2ccccc2[N+](=O)[O-])cc1
→ -9	29
COc1cc2c(cc1OC)C(C(=O)NCc1cccnc1)C(c1cccnc1)N(C)C2=O (stereo not drawn)
→ -3	-1
O=C(Nc1nc(-c2cc([N+](=O)[O-])cs2)cs1)c1ccc(S(=O)(=O)N2CCCC2)cc1
→ -98	9
CCOc1ccc2ccccc2c1C(=O)N1CC(c2nc(-c3ncccn3)no2)C1
→ -8	-6
Cc1c(Br)c([N+](=O)[O-])nn1CC(=O)Nc1ccc(C(F)(F)F)cc1[N+](=O)[O-]
→ -5	9
COc1ccc(OC)c(C=C2Oc3cc(OCC(=O)OC(C)(C)C)ccc3C2=O)c1
→ -6	-11
Fc1cccc(Cl)c1C1CC(c2ccc(Br)cc2)Nc2nnnn21 (stereo not drawn)
→ -2	7
Cc1ccc(COCc2nn(C)c3c2CN(S(=O)(=O)c2ccc(F)c(C)c2)CC3)cc1
→ -3	18
CC(C)CNC(=O)CN1C(=O)c2ccccc2C1=O
→ -2	-6
O=C1NC2(CCCCC2)C(=O)N1CC(=O)N1CCc2ccccc21
→ -5	1
O=C(Cn1cncc(-c2nc(-c3ccccc3)cs2)c1=O)N1CCc2ccccc2C1
→ -6	-9
Cc1cccc(NC(=O)N2CCCC2c2c(C)noc2C)c1C (stereo not drawn)
→ 3	-4
Cc1ccc(CNC(=O)N2CCC3(CC2)NC(=O)c2cccc(Cl)c2N3)cc1
→ -8	6
Cc1cc([N+](=O)[O-])ccc1NC(=O)C1(c2ccccc2)CCOCC1
→ 2	-1
Cc1cccc(C)c1NC(=O)Cn1cc2c(n1)CCC(C)C2 (stereo not drawn)
→ 1	-8
COc1ccccc1COc1ccc2c(C)c(CCC(=O)O)c(=O)oc2c1
→ -4	16
CSc1sc(C(=O)NN)cc1S(=O)(=O)C(C)C
→ 0&-10	x
C=CCn1c(SCC(=O)N2CCc3ccccc32)nc2ccccc2c1=O
→ 3	-1
COc1ccc(C2CCCN2C(=O)NCCC(C)C)cc1 (stereo not drawn)
→ -1	-9
Cc1ccc(C(=O)NCc2[nH]nc3ccccc23)cc1C
→ -4	30
CC(C)c1nc(CN2CCCCCCC2)cc(=O)[nH]1
→ 0	-4
Cc1ncc([N+](=O)[O-])n1S(=O)(=O)c1ccc(Br)cc1
→ -2&-5	-5&-6
N#C/C(=C\c1cccc([N+](=O)[O-])c1)c1nc(-c2ccc3c(c2)OCO3)cs1
→ 0	1

Reprinted at random: 5 records from the list.
Under each structure – Pf apPOL inh	mHTT CaM bind
COc1ccccc1NC(=O)N1CCC(N2CCN(Cc3ccccc3)C2=O)CC1
→ 3	-4
Cc1cc([N+](=O)[O-])ccc1NC(=O)C1(c2ccccc2)CCOCC1
→ 2	-1
O=C1NC2(CCCCC2)C(=O)N1CC(=O)N1CCc2ccccc21
→ -5	1
COc1ccc(N=Cc2cc(C)cc(I)c2O)cc1
→ -2	31
Cn1nc(-c2nc(-c3ccccc3)no2)c2c1CCN(C(=O)c1ccc(Cl)cc1)C2
→ -6	-5

Screens (PubChem)

No enrichment for hits; any-hit rate near 3.7%.
